# Screens deposited in PubChem by several laboratories.
# FadD28 binding = inhibitors of FadD28 bisubstrate probe binding, primary screen, biochemical, fluorescence polarization, single point; Mycobacterium tuberculosis FadD28 fatty-acid-AMP ligase; inhibition, % at 12.5 µM; AID 588549, 2011; 0.22% of 360,000 active; in the data active = inhibition above about 8.5%, passing the limit was not always enough; inconclusive = no clear call, values can overlap the other calls
# Yp Topo-I inh = Yersinia pestis topoisomerase I inhibitors, primary screen, biochemical, cleavage product accumulation, plate reader, single point. DNA topoisomerase I (Yersinia pestis CO92). activity, % at 10 µM. 0.064% of 360,000 active. AID 504884, 2011. Y. pestis Topo-I cleavage product accumulation; in the data active = activity above about 50%, passing the limit was not always enough; inconclusive = no clear call, values can overlap the other calls; note: inactives centre near 2
# PrPC surface inh = inhibitors of human cell surface prion protein PrPC, primary screen, cell-based, TR-FRET | Major prion protein (Homo sapiens), P04156 | TR-FRET read-out | inhibition, % at 13.8 µM | 0.43% of 370,000 active | AID 720596, 2013; in the data active = inhibition above about 24%; note: 0% = median of the test wells and 100% = reference compound wells
# BoNT-A LC inh2 = BoNT/A light chain protease inhibitors, primary screen, biochemical, flow cytometry, MLPCN library | Botulinum neurotoxin type A light chain protease (Clostridium botulinum A str. ATCC 3502) | multiplex microsphere protease substrate cleavage | inhibition, % at 10 µM | 0.17% of 360,000 active | AID 588499, 2011; note: plate controls were buffer without enzyme for full effect and enzyme alone for no effect
# CCHF vOTU inh = CCHFV vOTU protease inhibitors, primary screen, biochemical, Pep-AMC substrate, fluorescence; inhibition, % at 11.5 µM; 0.55% of 370,000 active; AID 651958, 2012; in the data active = inhibition above about 30%; note: 0% = vehicle wells with enzyme and 100% = no enzyme wells
# BoNT F protease = BoNT/F light chain protease inhibitors, primary screen, biochemical, flow cytometry, MLPCN library; Multiplex microsphere protease cleavage assay; inhibition, % at 10 µM; 0.22% of 360,000 active; AID 588497, 2011; in the data active = inhibition above about 35%, passing the limit was not always enough; inconclusive = no clear call, values can overlap the other calls; note: plate controls were buffer without enzyme for full effect and enzyme alone for no effect
# Anthrax LF inh2 = Bacillus anthracis LF protease inhibitors, primary screen, biochemical, multiplex microsphere, MLPCN library; Lethal factor (Bacillus anthracis), P15917; multiplex microsphere protease cleavage assay; inhibition, % at 10 µM; 0.12% of 360,000 active; note: plate controls were buffer without enzyme for full effect and enzyme alone for no effect
# PfHsp40 yeast = rescue of yeast from PfHsp40 toxicity, primary screen, S. cerevisiae, ATP luminescence; S. cerevisiae expressing PfHsp40, growth rescue; growth rescue, % at 12.5 µM; 0.68% of 340,000 active; in the data active = growth rescue above about 28%, passing the limit was not always enough; inconclusive = no clear call, values can overlap the other calls;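 note: yeast W303a lacking pdr1 and pdr3 grown in galactose medium; growth measured after three days at 30 °C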
# TcdB GH inh = TcdB glycohydrolase inhibitors, primary screen, biochemical, single point, plate reader. TcdB glycohydrolase enzymatic assay. inhibition, % at 9.99 µM. Toxin B (Clostridioides difficile), P18177. 0.24% of 350,000 active. AID 652162, 2013; in the data active = inhibition above about 10%
# Target sequence (P18177 whole entry, looked up): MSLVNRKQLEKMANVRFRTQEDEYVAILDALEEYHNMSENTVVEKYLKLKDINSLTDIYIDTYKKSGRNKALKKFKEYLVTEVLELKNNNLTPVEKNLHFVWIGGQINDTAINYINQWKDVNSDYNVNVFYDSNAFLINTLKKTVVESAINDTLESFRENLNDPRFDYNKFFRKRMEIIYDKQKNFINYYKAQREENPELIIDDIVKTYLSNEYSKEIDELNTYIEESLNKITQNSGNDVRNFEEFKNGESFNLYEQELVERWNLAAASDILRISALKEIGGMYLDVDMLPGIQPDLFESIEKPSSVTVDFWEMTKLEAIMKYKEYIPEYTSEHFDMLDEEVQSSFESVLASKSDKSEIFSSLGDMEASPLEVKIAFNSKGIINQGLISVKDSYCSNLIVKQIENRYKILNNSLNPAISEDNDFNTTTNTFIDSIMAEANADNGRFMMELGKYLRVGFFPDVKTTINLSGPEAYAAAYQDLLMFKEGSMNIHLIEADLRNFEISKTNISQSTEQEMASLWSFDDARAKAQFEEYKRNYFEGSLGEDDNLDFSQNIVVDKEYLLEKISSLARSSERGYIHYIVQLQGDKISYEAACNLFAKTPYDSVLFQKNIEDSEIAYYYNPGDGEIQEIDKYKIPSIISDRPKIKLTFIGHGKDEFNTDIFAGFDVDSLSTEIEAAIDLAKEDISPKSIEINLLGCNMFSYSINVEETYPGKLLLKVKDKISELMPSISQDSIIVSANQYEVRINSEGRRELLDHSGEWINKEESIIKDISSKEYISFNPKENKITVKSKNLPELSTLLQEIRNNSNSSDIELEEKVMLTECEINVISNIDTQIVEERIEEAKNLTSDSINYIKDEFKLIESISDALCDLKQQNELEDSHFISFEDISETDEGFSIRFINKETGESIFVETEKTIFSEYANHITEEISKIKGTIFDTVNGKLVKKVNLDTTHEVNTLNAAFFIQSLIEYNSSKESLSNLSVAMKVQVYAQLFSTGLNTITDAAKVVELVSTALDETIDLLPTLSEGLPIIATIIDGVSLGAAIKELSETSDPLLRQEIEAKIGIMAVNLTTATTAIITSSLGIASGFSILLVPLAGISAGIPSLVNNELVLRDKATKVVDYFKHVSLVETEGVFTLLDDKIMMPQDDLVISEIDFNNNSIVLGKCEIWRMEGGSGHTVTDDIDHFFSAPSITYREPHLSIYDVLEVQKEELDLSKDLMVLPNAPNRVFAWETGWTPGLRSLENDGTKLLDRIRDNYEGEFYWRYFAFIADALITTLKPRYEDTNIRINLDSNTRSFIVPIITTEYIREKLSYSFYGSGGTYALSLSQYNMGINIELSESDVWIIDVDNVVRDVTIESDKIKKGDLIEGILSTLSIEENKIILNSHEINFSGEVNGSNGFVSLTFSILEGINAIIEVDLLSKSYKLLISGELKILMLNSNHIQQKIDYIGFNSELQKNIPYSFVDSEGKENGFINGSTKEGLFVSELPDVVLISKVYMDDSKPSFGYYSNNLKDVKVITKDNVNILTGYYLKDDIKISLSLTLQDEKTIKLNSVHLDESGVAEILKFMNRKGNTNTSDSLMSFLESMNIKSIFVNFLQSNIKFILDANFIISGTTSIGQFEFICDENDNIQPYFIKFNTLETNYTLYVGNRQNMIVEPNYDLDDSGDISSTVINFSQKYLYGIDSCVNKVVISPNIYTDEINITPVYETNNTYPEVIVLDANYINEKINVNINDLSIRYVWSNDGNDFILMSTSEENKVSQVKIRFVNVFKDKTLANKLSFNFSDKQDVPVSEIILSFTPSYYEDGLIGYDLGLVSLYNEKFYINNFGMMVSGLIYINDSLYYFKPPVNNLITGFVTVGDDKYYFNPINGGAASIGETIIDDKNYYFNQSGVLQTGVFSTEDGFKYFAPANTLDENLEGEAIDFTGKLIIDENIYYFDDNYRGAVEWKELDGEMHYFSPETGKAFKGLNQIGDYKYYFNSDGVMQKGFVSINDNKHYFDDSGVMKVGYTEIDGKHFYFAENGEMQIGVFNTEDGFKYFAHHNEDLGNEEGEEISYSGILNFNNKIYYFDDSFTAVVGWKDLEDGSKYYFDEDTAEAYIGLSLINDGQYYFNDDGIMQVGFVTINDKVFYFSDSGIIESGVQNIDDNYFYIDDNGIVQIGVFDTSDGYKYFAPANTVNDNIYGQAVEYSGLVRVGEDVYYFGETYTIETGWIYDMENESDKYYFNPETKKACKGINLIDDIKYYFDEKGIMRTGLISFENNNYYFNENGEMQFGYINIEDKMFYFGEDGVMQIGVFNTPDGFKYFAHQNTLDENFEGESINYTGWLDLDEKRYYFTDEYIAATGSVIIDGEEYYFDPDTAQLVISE
# Starred values were filed as active, the others as inactive; u = inconclusive; x = not tested or not shown. Cut-off read from the data, not from the text of the source, unless noted: active = inhibition above about 30%; inconclusive = no clear call, values can overlap the other calls; inactive = below that.
no.	SMILES	CCHF vOTU inh	TcdB GH inh	Anthrax LF inh2	FadD28 binding	BoNT F protease	PfHsp40 yeast	BoNT-A LC inh2	PrPC surface inh	Yp Topo-I inh
1	Cc1cc(/C=N/NC(=O)c2cc3ccccc3o2)c(C)n1C	-3.2	0.7	-2.5	-5.6	-15.3	0.3	4.9	-8.5	-2.4
2	Cn1cnnc1SCC(=O)c1ccco1	1.3	0.8	0.1	0.3	-4.7	-0.1	-0.3	-2.0	-9.0
3	CC(=O)Nc1ccc(S(=O)(=O)N2CCC(C(=O)c3ccc(Cl)cc3)CC2)cc1	4.3	-0.7	16.5	-2.9	-5.3	0.6	-2.0	9.3	-2.5
4	COc1ccc(NS(=O)(=O)c2cccc(C(=O)NCc3ccccn3)c2)cc1	-1.3	-1.3	x	-1.5	x	0.5	x	3.6	4.5
5	CCOC(=O)C1(Cc2cccc(Cl)c2)CCCN(C(=O)c2ccnn2C)C1 (stereo not drawn)	12.0	-0.5	-2.7	1.5	-11.9	1.5	-3.8	6.7	14.2
6	COc1cc(/C=N/N(C)S(=O)(=O)c2ccc(C)cc2)cc([N+](=O)[O-])c1O	5.8	1.8	-3.8	4.2	-5.8	0.0	0.9	-11.6	-5.3
7	CSc1ccc(C2C(C#N)=C(N)N(c3ccccc3)C3=C2C(=O)CCC3)cc1 (stereo not drawn)	13.7	x	1.3	-8.0	-17.6	2.2	1.1	1.4	5.9
8	O=[N+]([O-])c1cccc(-c2ccc(C(=S)N3CCN(c4ccccc4)CC3)o2)c1	-1.2	1.3	x	2.8	x	x	x	-2.6	-9.2
9	Cc1ccc(-c2c(=O)n(O)c3ccccc3[n+]2[O-])cc1	10.9	-0.2	-4.6	1.0	-9.9	10.0	-0.2	-28.4	2.8
10	CNC(=O)c1ccsc1NC(=O)CN1C(=O)CCC1=O	11.3	0.5	-10.6	1.6	-4.7	-0.5	-1.0	-0.8	8.3
11	Cc1ccc(-n2c(C)cc(C(=O)CSc3n[nH]c(N)n3)c2C)cc1	-0.8	x	-5.1	-1.6	-9.3	-0.2	-0.9	11.2	13.6
12	CC1CCN(S(=O)(=O)c2cccc(C(=O)Oc3ccc([N+](=O)[O-])cc3)c2)CC1	-0.4	x	0.0	-0.5	-3.6	0.3	0.5	2.4	0.3
13	O=C(NC1CCCCC1)c1noc2c1CCCCC2	-2.3	x	1.2	-0.2	1.3	0.2	2.2	-3.9	0.7
14	Cc1cc(C)c(S(=O)(=O)NCC2CCC(C(=O)NCc3ccccn3)CC2)c(C)c1 (stereo not drawn)	-8.9	0.4	1.6	-6.2	-3.5	-0.1	1.0	-3.2	-1.0
15	O=C(COc1cccc(C(F)(F)F)c1)NNC(=O)c1ccc(=O)[nH]c1	1.2	0.7	4.5	-3.0	1.8	0.1	0.9	1.7	1.1
16	c1ccc(-c2sc3ccccc3c2-c2ccc(OCCN3CCCCC3)cc2)cc1	6.7	0.9	-12.4	-2.0	-4.1	-0.3	-0.2	-1.0	4.4
17	O=C(NCc1ccc(C(=O)N2CCC3(CC2)OCCO3)cc1)c1ccc2c(c1)OCO2	-11.5	x	1.6	-0.3	7.2	1.6	0.3	3.0	-2.3
18	Cc1nc(CC(C)C)cc(C(=O)N2CCCC(Nc3ccc(C)c(C)c3)C2)n1 (stereo not drawn)	-5.9	1.6	-2.3	-2.1	-5.1	-1.2	-3.5	4.1	3.2
19	CCN1CCN(c2ccc(S(=O)(=O)N3CCCCC3)cc2NC(=O)c2cccc(C(F)(F)F)c2)CC1	-0.9	-2.5	-1.0	-0.2	7.6	-0.3	-0.8	-3.0	3.4
20	CCn1ncc(C2=NOC(C(=O)N3CCN(c4ccccc4)CC3)C2)c1C (stereo not drawn)	x	1.0	-3.2	-2.6	-5.7	1.4	0.4	x	2.1
21	COCc1cc(C)n(CC(=O)Nc2ccccc2OC)c(=O)c1C#N	-6.3	x	-7.0	2.3	-19.5	0.1	-2.4	10.9	1.0
22	CC(C)c1nnc(NC(=O)CCC(=O)NCc2ccccc2Cl)s1	3.1	2.0	1.5	-2.8	-5.3	-0.2	0.0	4.3	2.9
23	COc1ccccc1NC(=O)CNC(=O)c1ccc(F)cc1	3.2	x	1.2	-4.1	-2.7	0.8	-0.3	2.9	-4.9
24	CCCn1nnc(NC(=O)c2ccc(OC)cc2)n1	3.7	0.2	3.6	-2.2	-7.3	-0.1	1.3	7.8	2.7
25	CN(C)Cc1ccc(CNC(=O)COc2ccc3ccccc3c2)cc1	6.2	2.3	-4.6	-2.9	3.5	8.2	-0.1	-8.8	-9.9
26	COc1cccc(C(O)c2nc(-c3ccc4ccccc4c3)cs2)c1 (stereo not drawn)	7.1	1.3	-1.7	-0.6	-0.9	x	0.0	-6.3	-4.3
27	COc1ccc(CCNC(=O)C2CCC(CNc3c(N4CCCC4)c(=O)c3=O)CC2)cc1OC (stereo not drawn)	-2.8	x	3.7	-0.3	9.7	1.5	0.5	-3.1	-3.5
28	CC(C)CC(=O)Nc1ccnn1C1CCN(C(=O)c2ccc(F)cc2Cl)CC1	-0.5	-1.0	1.2	0.5	3.2	3.3	-0.1	3.0	4.4
29	Cc1cc(OCC(=O)OCC(=O)NC2CCCCC2C)ccc1Cl (stereo not drawn)	1.3	0.0	x	0.8	x	2.0	x	3.3	2.8
30	Cc1cc(C)cc(N2CC(C)Cn3c2nc2c3c(=O)[nH]c(=O)n2C)c1 (stereo not drawn)	-9.1	0.2	5.3	-0.7	4.2	3.0	-0.1	7.7	0.3
31	CCCCCCCCCCOC(=O)Cn1c(COc2ccccc2)[n+](C)c2ccccc21	29.6*	0.0	2.3	-35.9	-23.3	336.3*	-4.0	21.7	-16.5
32	CCOc1cc(/C=N/NC(=O)CSc2nncn2C)ccc1OCc1cccc(C)c1	-4.2	x	7.9	-3.3	12.7	0.4	1.3	-1.4	22.5
33	O=c1c2c(nc3cc(-c4ccccc4)[nH]n13)CCS2	-5.0	x	5.6	0.8	-1.3	-0.7	0.9	-1.7	-19.4
34	COc1ccc(NC(=O)CCC(=O)c2cccs2)cc1S(=O)(=O)Nc1ccc(Cl)cc1	5.1	-0.1	-1.4	0.2	-0.8	-0.4	-0.2	8.2	14.0
35	CC(NC(=O)c1cc(-c2ccccc2)on1)c1ccccc1 (stereo not drawn)	-10.7	x	-2.0	-1.6	-5.3	-0.2	-1.1	0.6	4.7
36	Cc1cccc(NC(=S)NC(=O)C2CC2)c1	x	x	-1.0	-1.6	-0.3	-0.9	2.2	x	-1.6
37	CCC(CC)C(=O)NCc1ccc(Cl)cc1	-3.0	0.0	2.8	0.4	5.0	-1.2	1.0	4.4	-8.3
38	Cc1ccc(S(=O)(=O)N2CCCCC2)cc1NS(=O)(=O)c1ccccc1F	20.7	1.7	-3.3	-1.0	-1.1	0.4	0.4	-1.7	5.9
39	COc1ccc(C(CCN2CCOCC2)c2c(OC)cc(OC)c3c(-c4ccccc4)cc(=O)oc23)cc1 (stereo not drawn)	8.6	0.3	1.3	-1.7	-7.6	-0.2	0.0	-14.2	20.3
40	COc1ccc(N(CC(=O)Nc2ccccc2F)S(=O)(=O)c2ccc(C)c([N+](=O)[O-])c2)cc1	3.4	0.1	-2.7	-0.7	-0.7	-0.1	-0.4	2.5	11.3
41	COc1ccc(Cl)cc1Nc1cc(C)nc2ccccc12	6.8	1.1	-7.6	-2.2	u	x	-0.5	13.0	-0.9
42	Cc1oc(=O)c(NC(=O)c2ccc(Cl)cc2)cc1C(=O)c1ccccc1	0.0	x	u	-0.2	16.0	11.7	u	2.7	16.2
43	CN1CCN(C(=O)c2ccc3c(c2)N(Cc2ccc(Cl)cc2)C(=O)c2ccccc2S3=O)CC1 (stereo not drawn)	8.5	0.8	-5.1	-0.3	-7.8	-0.6	0.4	4.1	6.8
44	COc1ccc(C(=O)CSc2nnc(-c3ccco3)n2C)cc1	23.7	-1.1	-0.8	-1.1	-7.3	-0.6	-0.6	2.1	5.9
45	N=c1n(CCN2CCCC2)c2ccccc2n1CC(O)c1ccco1 (stereo not drawn)	-4.3	x	1.0	0.1	3.6	0.7	4.5	-13.4	4.3
46	COc1ccc(NC(=S)N2CCCC(c3nc4ccc(C)cc4[nH]3)C2)c(OC)c1 (stereo not drawn)	-9.3	1.3	-1.9	-2.8	-2.6	-1.1	-1.1	7.1	0.2
47	COc1ccc(/C=C/CN2CCC(Oc3ccc(C(=O)N4CCCCC4)cc3)CC2)cc1	4.0	0.6	3.9	-0.3	5.0	-1.0	2.2	-11.9	35.3
48	CCC(=NC1CC1)c1c(O)n(-c2ccc(OC)cc2)c(=O)[nH]c1=O	10.7	x	0.1	-0.5	2.3	0.8	0.2	-0.5	-0.5
49	C=CCN=C1CC(C)(C)CC(=O)/C1=C(\O)CCCN1C(=O)c2ccccc2C1=O	-6.4	0.2	-2.4	-1.1	-2.2	1.5	0.9	0.4	0.2
50	CCCn1c2c(c(O)c(C(=O)Nc3ccccc3)c1=O)CCCC2	-2.6	x	-4.7	-1.8	0.7	-0.5	0.0	7.1	-8.5

# Continued, starting with the last 3 of the part before.
no.	SMILES	CCHF vOTU inh	TcdB GH inh	Anthrax LF inh2	FadD28 binding	BoNT F protease	PfHsp40 yeast	BoNT-A LC inh2	PrPC surface inh	Yp Topo-I inh
48	CCC(=NC1CC1)c1c(O)n(-c2ccc(OC)cc2)c(=O)[nH]c1=O	10.7	x	0.1	-0.5	2.3	0.8	0.2	-0.5	-0.5
49	C=CCN=C1CC(C)(C)CC(=O)/C1=C(\O)CCCN1C(=O)c2ccccc2C1=O	-6.4	0.2	-2.4	-1.1	-2.2	1.5	0.9	0.4	0.2
50	CCCn1c2c(c(O)c(C(=O)Nc3ccccc3)c1=O)CCCC2	-2.6	x	-4.7	-1.8	0.7	-0.5	0.0	7.1	-8.5
51	Cc1ccccc1C(=O)NCCc1nnc(SCC(=O)Nc2nc(-c3ccccc3)cs2)n1C	5.3	x	-4.3	-2.7	-1.6	0.1	u	-2.0	3.2
52	COC(=O)c1cc(S(=O)(=O)N2CCN(c3ccc(C(C)=O)cc3)CC2)c[nH]1	9.2	0.3	-0.8	0.5	-3.0	0.0	-2.7	-2.5	3.4
53	COc1cc(-c2nc3ccccn3c2NCc2ccccc2)ccc1SC1CCCCC1	x	x	-5.2	-3.0	-5.1	u	-0.5	x	14.7
54	CCn1cc(C(c2ccccc2)C(C(C)=O)[N+](=O)[O-])c2ccccc21 (stereo not drawn)	-4.7	1.1	x	-1.8	x	0.5	x	-2.7	14.4
55	COc1ccc(-c2cc3c(=O)n(CC(=O)N4CCN(C)CC4)ncn3n2)cc1	7.1	1.3	-5.9	-1.2	-13.6	0.1	-0.8	6.1	-4.9
56	CCN(Cc1cccs1)C(=O)c1cccc(S(=O)(=O)N2CCN(C)CC2)c1	11.5	1.0	0.0	0.4	9.6	-0.5	-0.1	4.8	-2.9
57	Cc1ccc(C)c(-n2c(=O)c(C#N)cc3c(=O)n4ccccc4nc32)c1	-78.8	1.5	-0.6	-0.6	-1.2	2.4	0.0	-9.7	3.1
58	COc1ccc(S(=O)(=O)N2CCOCC2)cc1NC(=O)CO/N=C/c1ccccc1OC(F)F	-2.0	x	-2.6	-5.3	-3.7	-0.1	0.8	4.6	23.0
59	CC1(OC(=O)C2CCCC2)C(=O)C=C2C=C(c3ccsc3)N(C(CO)CO)C=C2C1=O (stereo not drawn)	31.5*	0.4	-2.9	-0.4	-12.6	0.4	-0.2	-4.8	-7.5
